# S1P2 antag: blocks the human S1P2 receptor | O95136 | inhibition, % at 5 µM | cell-based S1P2 antagonist assay, inhibition at 5 uM | actives 0.21% (n = 97,000); in the data active = inhibition above about 45%;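 note: CRE beta-lactamase reporter cells expressing human S1P2 stimulated with S1P; 0% = agonist at EC80 alone and 100% = agonist plus reference antagonist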
# LYP act: increases human PTPN22 phosphatase activity | Q9Y2R2 | recombinant LYP, DiFMUP fluorescence; 0 = plate median, 100 = signal doubled | activation, % at 2 µM | actives 0.11% (n = 96,000) | AID 697;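 active = activation at 2 µM above a set limit, the mean plus 5 SD, cut at about 37% in these data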
# EphB4 antag: antagonists of human EphB4-ephrin-B2 interaction. EphB4 LBD / TNYL-RAW-Alexa532 peptide, fluorescence polarization. inhibition, % at 7 µM. P54760. actives 0.15% (n = 97,000);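 active = inhibition above the screen-wide mean inhibition plus 3 SD, cut at about 15% in these data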;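 note: 0% = DMSO wells and 100% = excess unlabeled TNYL-RAW peptide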
# Target sequence (P54760 whole entry, looked up, the tested form may be a part): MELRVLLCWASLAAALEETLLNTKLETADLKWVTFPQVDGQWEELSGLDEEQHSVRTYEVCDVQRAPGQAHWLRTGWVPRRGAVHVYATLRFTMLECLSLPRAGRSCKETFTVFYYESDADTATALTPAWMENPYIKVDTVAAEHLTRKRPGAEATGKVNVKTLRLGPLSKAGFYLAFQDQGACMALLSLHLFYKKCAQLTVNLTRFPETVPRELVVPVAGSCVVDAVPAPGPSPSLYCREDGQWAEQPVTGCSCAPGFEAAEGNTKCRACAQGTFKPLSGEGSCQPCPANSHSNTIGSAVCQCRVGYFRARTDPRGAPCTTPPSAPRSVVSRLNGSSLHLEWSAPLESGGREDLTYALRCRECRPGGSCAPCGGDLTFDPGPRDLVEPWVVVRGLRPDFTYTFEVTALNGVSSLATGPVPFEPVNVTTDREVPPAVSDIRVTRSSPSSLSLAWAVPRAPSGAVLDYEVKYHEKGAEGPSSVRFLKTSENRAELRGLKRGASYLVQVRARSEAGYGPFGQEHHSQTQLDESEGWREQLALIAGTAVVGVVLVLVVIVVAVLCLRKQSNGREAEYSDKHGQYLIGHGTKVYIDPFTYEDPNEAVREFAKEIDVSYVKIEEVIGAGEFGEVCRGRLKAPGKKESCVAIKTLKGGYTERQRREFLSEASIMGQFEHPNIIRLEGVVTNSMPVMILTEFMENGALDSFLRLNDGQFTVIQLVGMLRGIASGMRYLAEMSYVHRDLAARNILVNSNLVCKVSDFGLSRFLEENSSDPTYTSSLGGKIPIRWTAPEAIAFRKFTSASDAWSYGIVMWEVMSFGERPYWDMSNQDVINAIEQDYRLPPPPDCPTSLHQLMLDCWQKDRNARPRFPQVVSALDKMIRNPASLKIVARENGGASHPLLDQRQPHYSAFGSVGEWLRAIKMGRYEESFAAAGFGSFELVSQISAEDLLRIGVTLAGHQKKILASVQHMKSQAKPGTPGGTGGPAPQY
# LYP inh 2: inhibitors of human LYP (PTPN22) phosphatase; Q9Y2R2; recombinant LYP catalytic domain, DiFMUP fluorescence; inhibition, % at 2 µM; actives 0.21% (n = 96,000); AID 640;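 active = inhibition at 2 µM at or above a set limit, the screen mean plus 3 SD, cut at about 24% in these data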;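 note: 0% = DMSO with enzyme and 100% = enzyme fully blocked by orthovanadate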
# PostGolgi yeast: growth inhibition of a yeast mutant, post-Golgi transport screen | inhibition, % at 10 µM | AID 739 | actives 0.9% (n = 98,000) | post-Golgi transport phenotypic cell assay;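 note: yeast cells grown in 1536-well plates; yeast grown about 18 h at 30C before absorbance read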
# HIV Rev-RRE inh: HIV Rev-RRE protein-RNA interaction inhibition | inhibition, % at 8 µM | Rev peptide-RRE RNA binding, FRET | P05866 | actives 0.79% (n = 97,000);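 active = inhibition above the screen-wide mean plus 3 SD, cut at about 35% in these data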;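 note: 0% = median DMSO wells and 100% = median Neomycin B control wells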
# Target sequence (P05866 whole entry, looked up): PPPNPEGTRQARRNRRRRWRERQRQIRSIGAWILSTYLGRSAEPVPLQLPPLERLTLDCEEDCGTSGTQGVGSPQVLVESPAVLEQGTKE
#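 Test system: labelled RRE RNA duplex and labelled Rev peptide. Times: 5 min compound–RNA preincubation, then 15 min with peptide, 25 °C. Doses: single-dose 8 µM. Measured by: FRET, excitation 480 nm, emission 540 nm donor and 671 nm acceptor. Measure: % inhibition of FRET ratio versus controls.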
# S1P2 agonist: activates the human S1P2 receptor | S1P2-expressing cell line, agonist reporter read-out | O95136 | actives 0.46% (n = 97,000) | activation, % at 4.5 µM; in the data active = activation above about 16%;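 note: 0% = vehicle low control and 100% = maximal reference agonist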
# FAK inh: inhibitors of human focal adhesion kinase; Q05397; biochemical FAK kinase activity assay; inhibition, %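 (tested at 7 µM)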; actives 0.84% (n = 97,000); in the data active = inhibition above about 19%;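 note: 0% = DMSO and 100% = reference compound high control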
# PostGolgi ctrl: growth of the yeast control strain, post-Golgi counter-screen; efflux-deficient yeast background strain, growth absorbance A615, 16 h; inhibition, % at 10 µM; actives 5% (n = 98,000); AID 738
# * hit, by the source's call; / = no result given. Cut-off read from the data, not from the text of the source, unless noted: active = inhibition above about 30%; inactive = the rest.
SMILES,S1P2 antag,LYP act,EphB4 antag,LYP inh 2,PostGolgi yeast,HIV Rev-RRE inh,S1P2 agonist,FAK inh,PostGolgi ctrl
CC(C)NC(=O)CSCc1cccc(Br)c1,-12,-10,1,10,1,4,-5,0,6
CC(=O)c1cnc2c(-c3ccc(Cl)cc3)cnn2c1C,-19,0,6,0,/,4,-4,-1,/
O=C1c2ccccc2C(=O)N1c1ccc(Cl)cn1,-19,-1,-3,1,6,5,-3,0,-2
COCCOC(=O)c1[nH]c2c(c1C)C(=O)CC(c1ccc(F)cc1)C2 (stereo not drawn),-15,1,-7,-1,-6,3,-5,-1,7
CNc1nc(SC)nc2ccsc12,3,-1,3,4,-11,8,-7,10,9
Cc1ccc2c(n1)CC(C)(C)C/C2=N\O,-3,10,4,-10,/,4,-6,-1,/
O=C(O)C1CC=CCC1C(=O)Nc1cccc(C(=O)N2CCCCC2)c1 (stereo not drawn),-8,-5,-5,7,9,0,0,-2,2
CC(C)C(=O)Nc1ncc2c(n1)CC(c1cccs1)CC2=O (stereo not drawn),-6,-4,4,4,/,4,-5,-1,/
O=c1[nH]cc(COCc2ccccc2)c(=O)[nH]1,-6,6,3,-6,-3,7,-3,2,-4
CSc1ccccc1NC(=O)c1cc(C(C)C)on1,0,-4,2,7,0,4,-3,1,17
O=C(Oc1ccccc1N1C(=O)C2CCCCC2C1=O)c1ccccc1 (stereo not drawn),-6,-2,6,6,17,-1,0,-2,5
CCCCn1c(/N=C/c2ccc3c(c2)OCO3)nc2ccccc21,4,10,-3,-10,3,4,0,1,7
CCOC(=O)C1=C(C)NC(SCc2cc(=O)[nH][nH]2)=C(C#N)C1c1cccs1 (stereo not drawn),-17,3,2,-2,2,-2,-1,4,-16
CC1(C)Cc2c(c(-c3ccccc3)nc(N3CCOCC3)c2C(N)=O)CO1,7,5,1,-4,-3,10,-5,-1,-9
COc1ccc(NC(=S)Nc2ccc(Oc3ccccc3)cc2)cc1,18,7,1,-1,-6,4,0,4,2
COc1ccc2[nH]c3nc(SCc4nnc(-c5ccc(C)cc5)o4)nnc3c2c1,9,-15,0,14,0,4,-6,17,2
CCCS(=O)(=O)N1CCCC(C(=O)NCCN(C)Cc2ccccc2)C1 (stereo not drawn),-1,6,-4,-7,3,7,-10,1,9
COc1ccc(/C(N)=N/OC(=O)c2ccc3c(c2)OCO3)cc1OC,6,-2,1,5,-7,1,-7,3,-4
C/C(CCc1ccc2c(c1)OCO2)=N\N=C1\NC(=O)CC(C(=O)Nc2ccc(Cl)cc2)S1 (stereo not drawn),-12,6,-4,-3,-5,0,-2,-2,0
Cc1ccc(CS(=O)(=O)CCC(=O)NCc2cccs2)cc1,4,4,-3,-6,0,0,-1,-3,4

# Filtered by structure: the compounds so far containing a halogen (5)
SMILES,S1P2 antag,LYP act,EphB4 antag,LYP inh 2,PostGolgi yeast,HIV Rev-RRE inh,S1P2 agonist,FAK inh,PostGolgi ctrl
CC(C)NC(=O)CSCc1cccc(Br)c1,-12,-10,1,10,1,4,-5,0,6
CC(=O)c1cnc2c(-c3ccc(Cl)cc3)cnn2c1C,-19,0,6,0,/,4,-4,-1,/
O=C1c2ccccc2C(=O)N1c1ccc(Cl)cn1,-19,-1,-3,1,6,5,-3,0,-2
COCCOC(=O)c1[nH]c2c(c1C)C(=O)CC(c1ccc(F)cc1)C2 (stereo not drawn),-15,1,-7,-1,-6,3,-5,-1,7
C/C(CCc1ccc2c(c1)OCO2)=N\N=C1\NC(=O)CC(C(=O)Nc2ccc(Cl)cc2)S1 (stereo not drawn),-12,6,-4,-3,-5,0,-2,-2,0

# (continued)
SMILES,S1P2 antag,LYP act,EphB4 antag,LYP inh 2,PostGolgi yeast,HIV Rev-RRE inh,S1P2 agonist,FAK inh,PostGolgi ctrl
CC(Sc1nnc(-c2ccc(C(C)(C)C)cc2)n1C)C(N)=O (stereo not drawn),-3,-12,-4,13,0,-2,-2,-1,7
Cc1cc(C(=O)COC(=O)CCc2nc3ccccc3s2)c(C)n1C,13,-5,2,3,14,-1,-7,-3,-9
O=C(c1ccc(Oc2ccc(C(F)(F)F)cn2)cc1)N1CCN(c2ccccc2)CC1,12,4,2,-2,-4,0,-4,0,3
COc1ccc(NC(=O)C2=C(C)Nc3ncnn3C2c2ccccc2C(F)(F)F)c(OC)c1 (stereo not drawn),-27,-13,-3,10,-6,-3,-5,-1,8
Cc1sc2nc3c4ccccc4c(NCc4ccco4)nn3c(=O)c2c1C,-2,-12,-3,12,7,-3,1,-6,19
CCN(CC)S(=O)(=O)c1ccc2[nH]cc(C(=O)NCCCN3CCCCC3C)c(=O)c2c1 (stereo not drawn),6,-2,0,4,12,0,-2,0,-4
CCC(=O)c1ccc(OCC(O)Cn2cnc3ccccc32)cc1 (stereo not drawn),-12,6,-4,-8,-9,6,-5,0,5
O=C1CSc2nc3ccccc3n21,11,1,8,0,-1,10,1,3,13
O=C(N1CCOCC1)N(Cc1ccccc1)c1ccccn1,11,0,2,-1,10,4,-11,5,14
CCC(=O)c1cc2c(cc1NC(=O)c1cccs1)OCCO2,5,-4,6,2,-13,9,-2,3,3
Cc1cccc2cc(CN(Cc3ccco3)C(=O)c3cccs3)c(=O)[nH]c12,-14,-5,7,2,-5,0,-3,1,18
CC(C)CNc1nc(Oc2ccc(=O)n(-c3ccccc3)n2)nc(N2CCOCC2)n1,-28,10,6,-11,-3,4,-4,-3,12
Cc1cc(C)n2nc(-c3cccnc3)nc2n1,-10,6,-6,-4,0,5,-2,1,5
CCOc1ccc(NC(=O)Cn2nc(-c3ccccc3Cl)n(CC)c2=S)cc1,7,-1,7,5,1,10,-10,3,2
O=C(CN1CCC2(CC1)OCCO2)c1ccc2cc[nH]c2c1,-10,2,-18,-5,8,0,-3,-3,1
O=C(c1ccco1)N1CCC(n2nnc3ccccc32)CC1,16,11,5,-11,16,9,-7,0,7
C[N+](C)(C)CCOC(=O)C1(c2ccccc2)CCCC1,17,-5,-5,7,1,11,-6,-2,-4
CC[C@@H](C)[C@H](NC(=O)OC(C)(C)C)c1nnc(S(=O)(=O)Cc2cc(C)ccc2C)o1,23,-1,1,1,5,1,-4,-1,41*
CCCC(C)C(=O)Nc1ccc2c(c1)OCCO2 (stereo not drawn),-7,-6,4,5,-2,4,0,1,3
COc1cccc(N(C(=O)Cn2nnc(-c3ccc(C)o3)n2)C(C(=O)NC(C)(C)C)c2cccs2)c1 (stereo not drawn),-18,-4,5,4,/,10,-6,-1,/
CC1CC(C)CN(C(=O)CSc2nnc(CSc3ncccn3)n2C)C1 (stereo not drawn),29,-5,3,6,6,4,-3,-6,9
CCc1ccccc1N1CC23C=CC(O2)C(C(=O)O)C3C1=O (stereo not drawn),-8,2,-2,-5,-3,6,-3,2,-1
CCc1ccc2c(c1)C(c1cccs1)=NNC(c1cccnc1)=N2,7,-2,-5,4,-4,10,-1,2,29
Cc1cc(C(F)(F)F)c2c(N)c(C(=O)Nc3cc(C)on3)sc2n1,13,-5,-2,5,8,7,-9,-4,-2
CCCC1(C)Nc2ccccc2-c2nc3ccccc3n21 (stereo not drawn),-1,2,8,1,7,6,-4,8,-2
O=C(Nc1cccc(Cl)c1)c1ccc2c(=O)n3c(nc2c1)CCCCC3,1,-11,5,11,7,10,-10,6,22
COc1ccc(C(=O)Nc2cc3c(cc2OC)CCCC3)cc1Br,0,1,11,4,-3,18,-4,6,0
Cc1cccc(NC2=NC3(CCCCC3)N=C(N)N2)c1,-14,11,-6,-10,/,-1,-3,0,/
CCOC(=O)c1cc2c(=O)n3ccccc3nc2n(C(C)C)c1=NC(=O)c1ccncc1,-8,-4,2,4,-20,1,18*,5,2
Cc1ccc(SCCC(=O)N2CCCC2)cc1,-6,-2,-2,2,-9,2,-3,2,-1
CCOC(=O)c1[nH]c2ccccc2c1NC(=O)CCN1CC(C)OC(C)C1 (stereo not drawn),-3,5,-7,-8,9,-1,-3,0,4
COC(=O)c1ccn(C(=O)c2ccc(Cl)cc2)n1,-18,10,-1,-15,21,5,-1,0,-2
COc1ccc(S(=O)(=O)N2CCC(C(=O)N3CCc4ccccc4C3)CC2)cc1,-1,0,-2,-1,17,13,-2,-3,5
COc1ccc(OC)c(-c2nnc(SCC(=O)N3CCOCC3)o2)c1,-9,2,-2,-2,-1,2,0,4,-3
CC(=O)c1ccc(NC(=O)c2cc3nc4c(c(C(F)(F)F)n3n2)CCCC4)cc1,-19,-12,-1,10,-3,17,-1,-2,3
CCCn1c(SCC(=O)NC2CCCCC2)nnc1-c1ccncc1,-2,5,-9,-5,1,2,-2,0,4
CNC(=O)c1ccc(OCc2ccccc2)c(OC)c1,4,-14,3,11,-1,1,-7,-2,6
COc1ccc2nc(SCC(=O)Nc3ccc4c(c3)OCCO4)[nH]c2c1,-9,-4,-10,3,-9,1,-2,0,0
CNC(=O)NC(=O)CSc1ccc(NC(C)=O)cc1,1,0,0,-2,4,5,-4,0,4
Cc1cnc(C(=O)OCC(=O)N2c3ccccc3NC(=O)C2(C)C)cn1,17,2,11,-5,4,4,-3,1,-4

# S1P2 agonist, what is marked active above.
smiles,S1P2 antag,LYP act,EphB4 antag,LYP inh 2,HIV Rev-RRE inh,S1P2 agonist,FAK inh
CCOC(=O)c1cc2c(=O)n3ccccc3nc2n(C(C)C)c1=NC(=O)c1ccncc1,-8,-4,2,4,1,18*,5

# More records:
SMILES,S1P2 antag,LYP act,EphB4 antag,LYP inh 2,PostGolgi yeast,HIV Rev-RRE inh,S1P2 agonist,FAK inh,PostGolgi ctrl
COCC(=O)N(C)c1nnc(-c2ccc([N+](=O)[O-])cc2)s1,8,2,-5,-5,-4,7,-6,4,-6
COc1ccc(C(=O)N2CCN(c3nc4cc(C)ccc4cc3C#N)CC2)c(OC)c1,-2,-4,2,0,0,7,-4,1,25
O=C(CN(C(=O)Cn1nnc(-c2cccs2)n1)c1ccc2c(c1)OCCO2)NCC1CCCO1 (stereo not drawn),3,-8,1,11,-4,4,-5,-5,6
Cc1sc2nc(C3CC3)nc(NCCNS(=O)(=O)c3ccccc3)c2c1C,-31,2,-8,-5,/,16,-2,0,/
CN(CC(=O)NCc1ccncc1)S(=O)(=O)c1ccc(F)cc1,2,18,0,-22,23,0,-3,0,0
COc1ccc(C(=O)N2CCN(c3ccc(C)c(C)c3)CC2)cc1OC,0,0,10,-3,3,6,-6,-7,29
O=C(CCNS(=O)(=O)c1ccc2c(c1)CCC(=O)N2)NCc1ccc2c(c1)OCO2,15,-6,8,4,1,11,-6,1,9
COc1cnc(N(C)C)nc1Sc1ccc(Cl)cc1,-13,1,-5,-3,-5,4,5,0,7
COc1ccc(Sc2ccccc2CN(C)C)cc1OC,-8,3,-10,-1,-2,-2,-8,-5,-3
O=C(Oc1ccc(-c2nc(-c3ccccn3)no2)cc1)c1ccccc1,-7,-10,0,6,-7,4,-2,4,2
CCc1nc(SCC(=O)Nc2c(C)n(C)n(-c3ccccc3)c2=O)n[nH]1,-5,-2,0,2,10,3,-3,-1,30
O=C(c1cccc(F)c1)N1CCN(C(=O)C2CC2)CC1,9,2,-10,-2,-7,6,0,0,13
CCN(CC)C(=O)c1sc2[nH]c(=S)n(-c3ccccc3)c(=O)c2c1C,-2,-3,-7,5,8,-1,-1,-3,11
Cc1ccc(C(=O)CSc2nnc(COc3cccc(C)c3)o2)cc1,26,-4,-3,3,1,15,0,-1,10
CN(C)c1ccc(CN2CCCCC2)cc1,-18,-4,-4,5,3,5,0,4,1
CC(=O)Nc1cccc(NC(=O)C2CCCN2C(=O)Nc2ccc(Cl)cc2)c1 (stereo not drawn),3,-3,-3,2,-7,0,-4,1,5
Cc1ccc(/C=C/c2nnc(-c3cccc(C)c3)o2)cc1,-11,7,-5,-3,-4,14,-6,-2,-2
O=C(CSc1nnc2ncccn12)N1CCCCCC1,4,-4,-9,0,-8,3,-6,-2,6
Cc1cc(=O)oc2cc(OCc3ccc(S(=O)(=O)N4CCOCC4)cc3)ccc12,-7,10,-1,-11,1,2,2,1,9
CC1C(=O)C(C)C(c2cccs2)NC1c1cccs1 (stereo not drawn),6,-1,-1,4,-7,2,-2,0,4

# Compound activity deposited in PubChem by several laboratories.
